Pin1 inh: inhibitors of human Pin1. Q13526. Pin1 FP peptide displacement, HiFluor488, 10 min. Potency, µM (doses to about 115 µM), inactives show top-dose activity, negative = inhibition, actives largely listed as inhibitors. 390,000 tested, 0.009% active; active = well fitted inhibition curve with a large enough effect in the polarisation, with a control signal flat, not every such curve was filed as active; inconclusive = small, poorly fitted or top-dose-only effect, or effect the other way, or a change in a side signal; inactive = no such curve, though single readings can be large or run the other way; the % refers to the polarisation; also: % is scaled to controls: 0 for no effect and ±100 for the full control effect
Target sequence (Q13526 whole entry, looked up): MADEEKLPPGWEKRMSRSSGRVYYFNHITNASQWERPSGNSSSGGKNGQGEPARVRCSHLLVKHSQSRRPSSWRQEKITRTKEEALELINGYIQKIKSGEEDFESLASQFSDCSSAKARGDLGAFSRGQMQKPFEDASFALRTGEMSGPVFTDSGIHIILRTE
BAZ2B inh: blocks human BAZ2B; Potency, µM (doses to about 114 µM), inactives show at the top dose activity change, negative = inhibition, hits mostly inhibitors; AlphaScreen BAZ2B-H3K14Ac peptide displacement; AID 504333; 360,000 tested, 4.4% active; also: % is scaled to controls: 0 for no effect and ±100 for the full control effect; nearly all actives have a fitted effect of over 60% in size
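AlphaScreen displacement: compounds (up to 110uM) incubated 30 min at room temperature with a preformed 50 nM BAZ2B/50 nM biotinylated H3K14Ac peptide complex in PBS pH 7.4 with Tween-20. Donor and acceptor beads at 10 ug/mL final added, 20 min light-protected before reading.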
GLS inh: blocks human kidney-isoform glutaminase activity. O94925. GLS enzymatic activity, qHTS titration. Potency, µM (doses to about 45.5 µM), inactives show at the top dose activity change, negative = inhibition, usual class: inhibitors. 410,000 tested, 0.21% active. AID 624170; also: % is scaled to controls: 0 for no effect and ±100 for the full control effect
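Two-point fluorescence kinetic (t0, 30 min RT) for hKGA; glutamate detected via glutamate oxidase–HRP–Amplex Red. Substrate: 1 mM L-glutamine solution; buffer 45 mM KH2PO4, pH 8.2.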
G9a block: G9a (human) methyltransferase inhibition | G9a H3K9 monomethylation, AlphaScreen, 2 h | 350,000 tested, 8.8% active | Potency, µM (top dose mostly 102 µM), without a hit: at the top dose activity, negative = inhibition, hits mostly inhibitors | Q96KQ7; also: % is scaled to controls: 0 for no effect and ±100 for the full control effect; nearly all actives have a fitted effect of over 75% in size
Target sequence (Q96KQ7 913-1193 limits assumed): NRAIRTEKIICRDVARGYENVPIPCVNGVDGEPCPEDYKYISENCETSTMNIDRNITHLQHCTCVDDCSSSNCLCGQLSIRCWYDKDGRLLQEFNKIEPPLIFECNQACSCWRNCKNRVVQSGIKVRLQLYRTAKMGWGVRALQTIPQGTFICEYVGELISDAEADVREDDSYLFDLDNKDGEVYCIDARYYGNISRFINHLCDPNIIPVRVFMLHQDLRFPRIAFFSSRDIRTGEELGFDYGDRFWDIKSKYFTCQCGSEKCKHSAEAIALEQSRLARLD
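AlphaScreen detection with an anti-monomethyl H3K9 antibody quantified product after a 2 h room-temperature reaction containing 500 nM biotinylated H3K9 peptide, 20 µM SAM and 20 nM enzyme, which had been preincubated 15 min with compound.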
JMJD2A Tudor inh: JMJD2A Tudor domain (human) inhibition; AlphaScreen JMJD2A-Tudor / H3K4me3 peptide binding; O75164; 390,000 tested, 4.4% active; Potency, µM (highest dose often 114 µM), for inactives: at the highest dose activity change, negative = inhibition, usual class: inhibitors; also: % is scaled to controls: 0 for no effect and ±100 for the full control effect; nearly all actives have a fitted effect of over 50% in size
POLI inh: inhibitors of human DNA polymerase iota | 390,000 tested, 1% active | Potency, µM (titrated, usually from 115 µM), inactives show at the highest dose activity, negative = inhibition, hits mostly inhibitors | Pol iota fluorescent replication assay, 10 min | AID 588590 | Q9UNA4
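Pol iota at 10 nM preincubated 15 min with compounds at room temperature; reaction started with fluorescent substrate, 50 nM final. Fluorescence read kinetically at 0 and 10 min; buffer-only wells as negative control.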
HP1b chromo inh: HP1-beta chromodomain-methylated histone interaction inhibition | AlphaScreen HP1-beta / biotin-H3K9me3 peptide binding | Potency, µM (titrated, usually from 114 µM), without a hit: at the top dose activity change, negative = inhibition, actives largely listed as inhibitors | 390,000 tested, 0.56% active | AID 540317; also: nearly all actives have a fitted effect of over 70% in size; inactives centre near 23
Target sequence (P83916 whole entry, looked up): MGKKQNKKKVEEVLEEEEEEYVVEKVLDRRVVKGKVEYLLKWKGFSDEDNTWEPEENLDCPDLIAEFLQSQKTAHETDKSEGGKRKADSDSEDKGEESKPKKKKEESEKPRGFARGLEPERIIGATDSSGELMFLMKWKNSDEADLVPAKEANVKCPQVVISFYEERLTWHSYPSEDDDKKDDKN
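Compound inhibition of the preformed complex between 50 nM HP1-beta and 50 nM biotinylated H3K9me3 peptide was read by AlphaScreen. Buffer was PBS pH 7.4 with 0.01% Tween-20. Incubations ran 30 min at room temperature, with 10 ug/mL donor/acceptor beads.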
Tb PGK inh: inhibitors of T. brucei phosphoglycerate kinase | 380,000 tested, 0.043% active | Potency, µM (doses to about 57.5 µM), without a hit: at the highest dose activity change, negative = inhibition, usual class: inhibitors | P07378 | AID 602233 | PGK/GAPDH coupled, Kinase-Glo luminescence, 60 min; also: % is scaled to controls: 0 for no effect and ±100 for the full control effect; nearly all actives have a fitted effect of over 60% in size
Target sequence (P07378 whole entry, looked up): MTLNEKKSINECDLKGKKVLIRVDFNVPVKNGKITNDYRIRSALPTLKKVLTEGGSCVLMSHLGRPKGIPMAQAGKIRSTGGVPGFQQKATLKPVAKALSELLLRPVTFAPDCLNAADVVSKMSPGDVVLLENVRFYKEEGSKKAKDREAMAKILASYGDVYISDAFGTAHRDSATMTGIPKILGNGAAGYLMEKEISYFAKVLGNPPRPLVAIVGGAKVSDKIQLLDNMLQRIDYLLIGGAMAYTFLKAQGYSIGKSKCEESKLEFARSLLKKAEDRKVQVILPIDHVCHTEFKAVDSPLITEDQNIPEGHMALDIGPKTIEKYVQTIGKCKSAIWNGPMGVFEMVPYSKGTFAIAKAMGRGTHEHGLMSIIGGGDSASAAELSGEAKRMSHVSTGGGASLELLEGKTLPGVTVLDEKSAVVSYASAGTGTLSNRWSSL
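Luminescent ATP detection (Kinase-Glo Plus) follows a 60-minute room-temperature incubation, with wells lacking PGK as controls. Buffer: 100 mM TEA (pH 7.6), 5 mM MgCl2, 0.01% Tween-20. Coupling enzyme GAPDH (100 nM final) supplies unstable 1,3-BPG in-well.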
BLM inh: blocks DNA unwinding by human BLM helicase; Potency, µM (series often up to 56.1 µM), for inactives: at the top dose activity change, negative = inhibition, actives largely listed as inhibitors; P54132; 350,000 tested, 0.2% active; recombinant BLM DNA unwinding, fluorescence dequenching;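 also: plate controls were vehicle for no effect and no enzyme for full effect; nearly all actives have a fitted effect of over 35% in size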
* = called active by the depositor; i = inactive; ? = inconclusive; . = not tested or not shown; & = joins results of further samples; [ ] = dose if it differs, or a comment. Unless noted, calls follow the shape of the dose curve; as a rule, active = well fitted curve in the direction sought with a large enough effect; inconclusive = small, poorly fitted or top-dose-only effect, or another doubt; inactive = no such curve, though single readings can be large; an effect the other way counts as inactive or inconclusive. Potency is read from the fitted curve at half-maximal effect. Some of the compounds tested; count on the stated rates, not on these rows.

Assay codes – A = Pin1 inh; B = BAZ2B inh; C = GLS inh; D = G9a block; E = JMJD2A Tudor inh; F = POLI inh; G = HP1b chromo inh; H = Tb PGK inh; I = BLM inh
#1 O=C(O)c1ccc(OC(F)(F)C(F)C(F)(F)F)cc1 (centres undefined)
  A = -8%	B = -9%	C = 1%	D = -8%	E = -7%	F = 17%	G = 58%[activator]	H = 2%	I = 0%

#2 Cc1nn(CCc2nn[nH]n2)c2nc(C(F)(F)F)cc(C(F)(F)F)c12
  A = 1%	B = .	C = 9%	D = ?	E = -1%	F = 12%	G = 31%	H = 7%	I = -3%

#3 CCN(c1ccccc1)S(=O)(=O)c1cc(C(=O)Nc2ccc(Br)cc2)ccc1F
  A = 2%&4%	B = -1%&-3%	C = 2%&1%	D = 18%[59 µM]	E = -26%&-16%	F = -6%&-14%	G = 4%&25%	H = 1%&-2%	I = -14%&-8%

#4 O=S(=O)(NCc1cccnc1)c1cc(Cl)ccc1Cl
  A = -6%	B = 1%	C = 6%	D = 19%	E = -14%	F = 10%	G = 23%	H = 2%	I = 1%

#5 COc1ccc(S(=O)(=O)N2CCC(O)(c3ccc(Cl)cc3)CC2)cc1
  A = 0%	B = -21%	C = -12%	D = 7%	E = -18%	F = -7%	G = 64%[activator]	H = -6%	I = -10%

#6 COc1ccc(OC)c2c(N3CCN(C)CC3)cc(C(F)(F)F)nc12
  A = -2%	B = -3%	C = -5%	D = 6%	E = 7%	F = ?	G = 37%	H = i	I = 1%

#7 O=C(CN1CCC(C(=O)c2ccc3c(c2)OCCO3)CC1)NCc1ccccc1
  A = 0%	B = -22%	C = 0%	D = 0%	E = -14%	F = 24%	G = -20%	H = -3%	I = 0%

#8 Cc1ccccc1Cn1cc(S(=O)(=O)CC(=O)Nc2nccs2)c2ccccc21
  A = 18%	B = -4%	C = 1%	D = -16%[59 µM]	E = -23%	F = 20%	G = 8%	H = -5%	I = -4%

#9 O=C(Nc1ccc(Cl)cc1)Nc1nnc(CSCc2ccc(Cl)cc2)s1
  A = 2%	B = -20%	C = -1%	D = 12%[59 µM]	E = -9%	F = 7%	G = 24%	H = i	I = -2%

#10 Cc1cc(C(=O)OCC(=O)Nc2ccc(F)c(F)c2F)c(C)o1
  A = -2%	B = 2%	C = 0%	D = 17%	E = 20µM*	F = 47%[activator]	G = -11%	H = -5%	I = -3%

#11 Cc1ccc(Cn2c(=O)c3ccccc3n3c(CCC(=O)NCCN4CCOCC4)nnc23)cc1
  A = -3%	B = -5%	C = -19%	D = 23%[59 µM]	E = -13%	F = -1%	G = 24%	H = -3%	I = 2%

#12 Cc1ccc(S(=O)(=O)NCC(=O)Nc2ccc(C(F)(F)F)cc2)cc1
  A = -11%	B = 2%	C = -1%	D = 0%[59 µM]	E = -6%	F = 0%	G = 33%	H = -9%	I = -7%

#13 O=C(N[C@@H]1C/C=C\C[C@@H](CC(=O)N(CCO)Cc2ccccc2)C(=O)NCCOC1=O)OCC1c2ccccc2-c2ccccc21
  A = -3%	B = .	C = 12%	D = .	E = -31%	F = -25%	G = 26%	H = 4%	I = .

#14 COCCCNC(=S)Nc1ccccc1[N+](=O)[O-]
  A = 1%	B = -9%	C = 9%	D = 7%[59 µM]	E = -3%	F = 32%[activator]	G = 28%	H = i	I = -7%

#15 CCCC(C)NC(=O)CN(Cc1ccco1)S(=O)(=O)c1ccccc1 (centres undefined)
  A = 3%	B = 11%	C = 1%	D = ?	E = -24%	F = -15%	G = 21%	H = -1%	I = .

Entries of single compounds as entered above.
Cc1ccc(S(=O)(=O)NCC(=O)Nc2ccc(C(F)(F)F)cc2)cc1 across the screens: Pin1 inh = -11%; BAZ2B inh = 2%; GLS inh = -1%; G9a block = 0%[59 µM]; JMJD2A Tudor inh = -6%; POLI inh = 0%; HP1b chromo inh = 33%; Tb PGK inh = -9%; BLM inh = -7%
Cc1ccc(Cn2c(=O)c3ccccc3n3c(CCC(=O)NCCN4CCOCC4)nnc23)cc1 across the screens: Pin1 inh = -3%; BAZ2B inh = -5%; GLS inh = -19%; G9a block = 23%[59 µM]; JMJD2A Tudor inh = -13%; POLI inh = -1%; HP1b chromo inh = 24%; Tb PGK inh = -3%; BLM inh = 2%

Carrying on.
Assay codes – A = Pin1 inh; B = BAZ2B inh; C = GLS inh; D = G9a block; E = JMJD2A Tudor inh; F = POLI inh; G = HP1b chromo inh; H = Tb PGK inh; I = BLM inh
#16 COc1cc(-c2nc3ccc(C)cn3c2NCc2ccccc2)ccc1SC1CCCCC1
  A = ?	B = -38%	C = 15%	D = 10%[2.33 µM]	E = ?	F = ?	G = -25%	H = 0%	I = .

#17 CC(C)(C)c1ccc(OCCn2nc(C(=O)O)c3ccccc3c2=O)cc1
  A = ?	B = -19%	C = 8%	D = -2%	E = -25%	F = -5%	G = 15%	H = 0%	I = -19%

#18 Cc1cnc(NC(=O)CSc2ncc(-c3ccccc3)n2Cc2ccco2)s1
  A = 10%	B = 22µM*	C = -1%	D = ?	E = ?	F = ?	G = -2%	H = i	I = -11%

#19 Cc1ccc(O)c(N=NC2=C(O)CC(C)(C)CC2=O)c1
  A = ?	B = 32µM*	C = 32%[activator]	D = ?	E = 56µM*	F = -4%	G = -33%	H = -9%	I = -6%

#20 CN1C(=O)c2ccccc2Sc2ccc(NC(=O)COc3ccc(Cl)cc3)cc21
  A = 9%	B = -9%	C = -3%	D = -2%[59 µM]	E = -19%	F = -5%	G = -7%	H = -5%	I = -6%

#21 O=C(COC(=O)c1cc(Br)ccc1O)Nc1cccnc1Cl
  A = 7%	B = -6%	C = -4%	D = ?	E = -14%	F = -9%	G = 15%	H = -5%	I = .

#22 CCCC(=O)N(Cc1cc(=O)[nH]c2ccccc12)c1ccccc1C
  A = -1%	B = 0%	C = -1%	D = 35µM*	E = ?	F = 108%[activator]	G = 1%	H = 5%	I = -8%

#23 FC(F)Oc1ccccc1C1CC(c2ccc(Br)s2)Nc2ncnn21 (centres undefined)
  A = 16%	B = ?	C = 2%	D = ?	E = -29%	F = -7%	G = 18%	H = i	I = -7%

#24 Cc1ccc(C)c(Sc2ccc(NC(=O)CCN3C(=O)NC4(CCCC4)C3=O)cc2)c1
  A = 4%	B = -32%	C = 5%	D = -10%[0.501 µM]	E = ?	F = -21%	G = 6%	H = 0%	I = .

#25 COCCNC(=O)/C=C/c1c(Cl)cccc1Cl
  A = 2%	B = 7%	C = 9%	D = -3%[59 µM]	E = -5%	F = 34%[activator]	G = 27%	H = 0%	I = 3%

#26 O=S(=O)(Nc1cccc(-c2nc3cccnc3s2)c1)c1ccc2c(c1)CCCC2
  A = 15%	B = -29%	C = 4%	D = -11%	E = -7%	F = -17%	G = 30%	H = -1%	I = -15%

#27 CC(C)(C)OC(=O)N1CCC(NC(=O)c2nc[nH]c2C(=O)NCc2ccccc2)CC1
  A = ?	B = -25%	C = -5%	D = -5%[0.501 µM]	E = -27%	F = 7%	G = 25%	H = 4%	I = .

#28 O=C(CN(C(=O)c1csnn1)c1ccccc1C(F)(F)F)NC1CCCCC1
  A = 4%	B = 5%	C = 1%	D = -8%	E = -25%	F = 117%[activator]	G = 22%	H = 5%	I = 0%

#29 COc1ccc(N2C(=O)CSC23C(=O)N2c4c(cccc43)C(C)=CC2(C)C)cc1 (centres undefined)
  A = -5%	B = ?	C = 3%	D = -12%[59 µM]	E = -29%	F = 4%	G = -3%	H = i	I = 2%

#30 COc1cccc2[nH]c(=O)c(-c3ccccc3)cc12
  A = 1%	B = -3%	C = 1%	D = 28%	E = -7%	F = 27%	G = 28%	H = -14%	I = -1%

#31 CC1(C)CC2CC(C)(CN2C(=O)COC(=O)c2ccccc2C(F)(F)F)C1 (centres undefined)
  A = -7%	B = -3%	C = 1%	D = 21%[12.7 µM]	E = 8%	F = -13%	G = 49%[activator]	H = -8%	I = .

#32 CCCOC(=O)c1ccc(NC(=O)/C=C/c2cccs2)cc1
  A = 8%	B = -4%	C = 2%	D = 3%	E = -3%	F = 30%	G = 64%[activator]	H = -6%	I = -7%

#33 CC(C)NC(=O)C1CCN(C2CCN(C(=O)c3cc4c(s3)CCCCC4)CC2)CC1
  A = -3%	B = -10%	C = 0%	D = .	E = -13%	F = 34%[activator]	G = 32%	H = -4%	I = 3%

#34 Cc1nn2c(=O)cc(COC(=O)CNC(=O)c3ccc(F)cc3)nc2s1
  A = -4%	B = -24%	C = -3%	D = 1%[59 µM]	E = -14%	F = -6%	G = 29%	H = -9%	I = 2%

#35 C/C(N)=C(/C#N)C(=O)COC(=O)c1ccc(C)c(S(=O)(=O)N2CCCCC2)c1
  A = ?	B = -21%	C = 1%	D = -36%[59 µM]	E = -17%	F = -3%	G = 22%	H = -4%	I = 4%

#36 CCOC(=O)C1C(=O)CC(C)(O)C(C(=O)OCC)C1c1ccccc1 (centres undefined)
  A = 0%	B = 13%	C = 4%	D = -6%[59 µM]	E = 5%	F = -17%	G = 22%	H = -5%	I = -11%

#37 COc1ccc(-c2cn(CCC(=O)O)c(-c3ccncc3)n2)cc1
  A = -4%	B = 0%	C = 4%	D = 12%[2.33 µM]	E = -15%	F = -7%	G = 26%	H = -7%	I = .

#38 CCOC(=O)c1ccc(NC(=O)c2cc3c(s2)CCC3)cc1
  A = 1%	B = 0%	C = 7%	D = 8%[12.7 µM]	E = 5%	F = 38%[activator]	G = 31%	H = 1%	I = -4%

#39 CCOC(=O)c1sc2nc(Cc3ccc(Cl)cc3)[nH]c(=S)c2c1C
  A = -1%	B = -16%	C = 6%	D = 8%	E = -1%	F = 75%	G = 67%[activator]	H = -11%	I = -1%

#40 Cc1c(C(=O)O)oc2c1ccc1ccccc12
  A = 2%	B = -4%	C = 4%	D = ?	E = -10%	F = 5%	G = 39%	H = -4%	I = -3%

#41 S=C1NC2=C(CCCC2)C2(CCCCC2)N1
  A = -3%	B = -4%	C = 10%	D = 7.1µM*	E = -8%	F = 7%	G = 30%	H = -9%	I = 3%

#42 CCC1(CC)C(=O)C2=C3C1[C@H](C(=O)OC)C=C(C(=O)OC)C[C@H]3[C@H]1C(=O)N(CC(=O)OC)C(=O)[C@H]1[C@H]2C (some centres undefined)
  A = 2%&2%	B = .	C = 4%	D = .	E = -18%&-14%	F = 21%&-19%	G = 10%&12%	H = -1%	I = 1%

Source: PubChem BioAssay
